Compound activity deposited in PubChem by several laboratories.
HIV fusion peptide = cell-free HIV fusion peptide-binding blockers – biochemical, uHTS, fluorescence dequenching, primary screen (AID 1986); cell-free peptide binding, fluorescence dequenching, 30 min; higher % means a stronger effect; inhibition, % at 20 µM, or IC50 in µM where a hit was titrated; 0.3% of 290,000 active; in the data active = inhibition mostly above about 52%, no sharp cut-off; inactive = mostly below about 76%; also: some results filed as inactive read as strong as hits
RSV antiviral HEp-2 = RSV antiviral activity via CPE protection, HEp-2 cells, primary 10 µM value included (AID 2391); one-dose CPE inhibition, % at 10 µM; IC50 in µM for titrated hits; 0.13% of 310,000 active; HEp-2 cells, RSV-induced CPE inhibition; higher % means a stronger effect; in the data active = a potency from the dose series; inconclusive = CPE inhibition mostly from about 23% at the one dose, without a potency; inactive = the rest, 99 in 100 with CPE inhibition below about 21%; also: strong numbers were not always called active
K1F lysis inhibition = protection from phage-mediated lysis, alamar blue read-out – E. coli UTI89, K1F phage, bacterial capsule biogenesis inhibitors (AID 488966) | E. coli UTI89 K1F phage lysis, alamar blue, 2 h; higher % means a stronger effect | inhibition, % at 100 µM, or IC50 in µM where a hit was titrated | 0.02% of 340,000 active;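 active = phage lysis inhibition, versus mean bacterial control, above a set limit; inconclusive = no clear call, values can overlap the other calls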;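 also: capsule biogenesis inhibitors block K1F phage lysis so surviving cells raise fluorescence; higher fluorescence means more inhibition of phage lysis; actives were called in the ten point dose series up to 300 µM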
MgcRacGAP inhibition = MgcRacGAP GTPase-activating activity inhibitors, confirmation, biochemical, ADP Hunter fluorescence. AID 624330. 0.6% of 340,000 active. MgcRacGAP-stimulated Rac1 GTP hydrolysis, ADP Hunter fluorescence; higher % means a stronger effect; GST-tagged Rac1 F28L mutant substrate. one-dose inhibition, % at 30 µM; IC50 in µM for titrated hits;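 active = first-screen hits whose inhibition reached a set limit at any dose in the follow-up dose series; inconclusive = inhibition above the set first-screen limit but never retested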;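 also: fluorescence reports GDP produced by GAP-driven GTP hydrolysis; strong numbers were not always called active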
GPR55 LPI antagonism = inhibition of LPI-stimulated GPR55 beta-arrestin translocation – imaging, U2OS, beta-arrestin-GFP, LPI agonist, primary screen (AID 2013); U2OS GPR55 beta-arrestin-GFP translocation imaging, LPI antagonism; higher % means a stronger effect; inhibition, % at 10 µM; hits with a dose series show IC50 in µM; 0.13% of 290,000 active;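 active = spots per cell inhibited over 60%, with over 100 cells counted and total cytoplasm intensity under 500,000; inconclusive = wells with under 100 cells, flagged as likely toxic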;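 also: U2OS cells stably carrying GPR55 and arrestin-GFP stimulated by 5 µM LPI near EC80; imaged beta-arrestin-GFP aggregate spots per cell after agonist stimulation; plate controls were LPI-stimulated DMSO wells for no effect and DMSO wells without LPI for full effect; some results filed as inactive read as strong as hits; confirmed hits need IC50 under 10 µM and bright autofluorescent wells are also inconclusive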
GPR35 antagonists = inhibition of zaprinast-stimulated GPR35 beta-arrestin translocation – imaging, U2OS, beta-arrestin-GFP, zaprinast agonist, primary screen (AID 2058); inhibition, % at 10 µM, or IC50 in µM where a hit was titrated; 0.052% of 290,000 active; U2OS GPR35 beta-arrestin-GFP translocation imaging, zaprinast antagonism; higher % means a stronger effect;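 active = inhibition of at least 50% with at least 30 cells and total cytoplasm GFP at most 10,000,000; inconclusive = under 30 cells or total GFP of 10,000,000 plus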
Salmonella PhoP GFP = inhibitors of PhoP regulon expression, primary screen, Salmonella Typhimurium, GFP reporter (AID 1863); S. Typhimurium PhoP-regulated promoter GFP reporter, 4 h; higher % means a stronger effect; inhibition, % at 50 µM; hits with a dose series show IC50 in µM; 0.16% of 300,000 active;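 active = inhibition over 29.93%, a cutoff 3 SD above the screen mean, later confirmed by dose response; inconclusive = inhibition over 29.93% but no dose response follow-up; inactive = inhibition at most 29.93% or unconfirmed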;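 also: 0% = low Mg2+ inducing control and 100% = high Mg2+ repressing control; strong numbers were not always called active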
Large T inhibition = TAg ATPase/helicase activity blockers – biochemical (AID 1903). SV40 large T antigen ATPase/helicase inhibition assay; higher % means a stronger effect. one-dose inhibition, % at 20 µM; IC50 in µM for titrated hits. 0.39% of 310,000 active; in the data active = a potency from the dose series; inconclusive = inhibition mostly from about 32% at the one dose, without a potency; inactive = the rest, 99 in 100 with inhibition below about 32%; also: strong numbers were not always called active
Dengue-2 NS5 capping = flavivirus cap methylation enzyme inhibition – biochemical, confirmation dose response, primary screen (AID 588689); inhibition, % at 25 µM, or IC50 in µM where a hit was titrated; 0.3% of 340,000 active; Dengue-2 NS5 methyltransferase capping enzyme assay, biochemical; higher % means a stronger effect; in the data active = a potency from the dose series; inconclusive = inhibition above about 29% without an active follow-up result
* marks the source's active call; other numbers are inactive results; [ ] = remark or other dose. Hits appear at their usual frequency; any-hit rate near 1.5%.

For CCOC(=O)CN1NC2(CCC(C(C)(C)C)CC2)NC1=S (configuration not stated) the results were HIV fusion peptide -2.4%, RSV antiviral HEp-2 0.7%, K1F lysis inhibition -2.4%, MgcRacGAP inhibition 1%, GPR55 LPI antagonism 7%, GPR35 antagonists 20%, Salmonella PhoP GFP -9%, Large T inhibition inconclusive and Dengue-2 NS5 capping -11%.
`COc1ccccc1-n1c(SCC(=O)Nc2cccc(S(N)(=O)=O)c2)nc2ccccc2c1=O` gave HIV fusion peptide -1.3%, RSV antiviral HEp-2 0.8%, K1F lysis inhibition 0.0%, MgcRacGAP inhibition 1%, GPR55 LPI antagonism 9%, GPR35 antagonists -20%, Salmonella PhoP GFP 4%, Large T inhibition 3% and Dengue-2 NS5 capping -13%.
NS(=O)(=O)c1ccc(CCNCc2cc(Br)ccc2OCc2ccccc2)cc1 was read as HIV fusion peptide -1.8%, RSV antiviral HEp-2 12%, K1F lysis inhibition 5.8%, MgcRacGAP inhibition 6%, GPR55 LPI antagonism 58%, GPR35 antagonists 5%, Salmonella PhoP GFP 3%, Large T inhibition -7% and Dengue-2 NS5 capping -4%.
Screening Cc1cc(NC(=O)c2c(C)noc2C)no1 returned HIV fusion peptide 0.0%, K1F lysis inhibition -0.6%, MgcRacGAP inhibition -1%, GPR55 LPI antagonism 2%, GPR35 antagonists -3%, Salmonella PhoP GFP -10%, Large T inhibition 9% and Dengue-2 NS5 capping 2%.
Screening CCOC(=O)N1CCN(C(=O)c2cc3n(n2)C(C(F)(F)F)CC(c2ccc4c(c2)OCO4)N3)CC1 (configuration not stated) returned HIV fusion peptide 0.9%, RSV antiviral HEp-2 1.1%, K1F lysis inhibition -0.2%, MgcRacGAP inhibition 6%, GPR55 LPI antagonism -1%, GPR35 antagonists 6%, Salmonella PhoP GFP 2%, Large T inhibition 19% and Dengue-2 NS5 capping -5%.
O=C1C=C(c2cc(C(F)(F)F)cc(C(F)(F)F)c2)C[C@@H](c2ccc(Cl)cc2)C1 was read as RSV antiviral HEp-2 37%, K1F lysis inhibition 3.1%, MgcRacGAP inhibition 6% and Dengue-2 NS5 capping -7%.
`CCc1ccccc1-n1c(SCC(=O)N2CCCC2)nnc1-c1ccccn1` gave HIV fusion peptide -0.4%, RSV antiviral HEp-2 0.1%, K1F lysis inhibition -1.0%, MgcRacGAP inhibition 1%, GPR55 LPI antagonism 17%, GPR35 antagonists -9%, Salmonella PhoP GFP 5%, Large T inhibition 7% and Dengue-2 NS5 capping -3%.
`COCCN1C(=O)N(C)[C@@H](c2ccccc2)C(C(C)=O)=C1C` gave HIV fusion peptide -0.5%, RSV antiviral HEp-2 3.9%, K1F lysis inhibition 4.7%, MgcRacGAP inhibition 0%, GPR55 LPI antagonism 9%, GPR35 antagonists -4%, Salmonella PhoP GFP -6%, Large T inhibition 3% and Dengue-2 NS5 capping -2%.
Screening COc1cccc(/C=N/NC(=O)c2ccc(=O)n(C)c2)c1O returned HIV fusion peptide 3.4%, RSV antiviral HEp-2 3.6%, K1F lysis inhibition 0.1%[50 µM], MgcRacGAP inhibition 5%, GPR55 LPI antagonism 4%, GPR35 antagonists -4%, Salmonella PhoP GFP 9%, Large T inhibition 9% and Dengue-2 NS5 capping -1%.
For Cc1ccc(NC(=O)CSc2ncnc3ccccc23)cc1S(=O)(=O)N1CCCCCC1 the results were HIV fusion peptide 2.9%, RSV antiviral HEp-2 inconclusive, K1F lysis inhibition 0.2%, MgcRacGAP inhibition 7%, GPR55 LPI antagonism -22%, GPR35 antagonists -13%, Salmonella PhoP GFP 5%, Large T inhibition -5% and Dengue-2 NS5 capping -4%.
For C/C(=N\NC(=O)c1ccc(CN2CCOCC2)cc1)c1ccc([N+](=O)[O-])cc1 the results were HIV fusion peptide 0.6%, RSV antiviral HEp-2 2.4%, K1F lysis inhibition -0.1%, MgcRacGAP inhibition 12%, GPR55 LPI antagonism -12%, GPR35 antagonists -14%, Salmonella PhoP GFP -7%, Large T inhibition 20% and Dengue-2 NS5 capping -13%.
For Cc1cc2oc(=O)cc(-c3cc4ccccc4o3)c2cc1O the results were HIV fusion peptide 21%, RSV antiviral HEp-2 8.4%, K1F lysis inhibition 0.3%, MgcRacGAP inhibition 6%, GPR55 LPI antagonism 4%, GPR35 antagonists 3%, Salmonella PhoP GFP -2%, Large T inhibition 13% and Dengue-2 NS5 capping 6%.
CC(C)c1ccc(CN2C(=O)NC3(CCCCCC3)C2=O)cc1 was read as HIV fusion peptide 0.5%, RSV antiviral HEp-2 3.0%, K1F lysis inhibition 0.3%, MgcRacGAP inhibition 0%, GPR55 LPI antagonism 4%, GPR35 antagonists 12%, Salmonella PhoP GFP 1%, Large T inhibition 7% and Dengue-2 NS5 capping -6%.
Nc1nc(NC(=O)/C=C\C(=O)O)nn1-c1ccccc1 was read as HIV fusion peptide 22%, RSV antiviral HEp-2 1.2%, K1F lysis inhibition 0.7%, MgcRacGAP inhibition 3%, GPR55 LPI antagonism -4%, GPR35 antagonists 1%, Salmonella PhoP GFP 0%, Large T inhibition 9% and Dengue-2 NS5 capping -4%.
Screening N#C/C(=C\c1c[nH]c2ccccc12)c1nnc2n1CCCCC2 returned HIV fusion peptide -0.2%, RSV antiviral HEp-2 0.6%, K1F lysis inhibition -0.5%, MgcRacGAP inhibition 7%, GPR55 LPI antagonism -3%, GPR35 antagonists 2%, Salmonella PhoP GFP -8%, Large T inhibition 13% and Dengue-2 NS5 capping -5%.
Screening Cc1cccc(C)c1Nc1nnc(SCC(=O)c2ccc3c(c2)NC(=O)CO3)s1 returned HIV fusion peptide 0.2%, RSV antiviral HEp-2 5.4%, K1F lysis inhibition -0.3%, MgcRacGAP inhibition 10%, GPR55 LPI antagonism 7%, GPR35 antagonists -9%, Salmonella PhoP GFP 1%, Large T inhibition 6% and Dengue-2 NS5 capping -9%.
`O=C(c1cccc(C(F)(F)F)c1)C1CCCN(C(=O)CN2CCOC2=O)C1` (configuration not stated) gave HIV fusion peptide 0.7%, RSV antiviral HEp-2 1.0%, K1F lysis inhibition 1.0%[50 µM], MgcRacGAP inhibition 6%, GPR55 LPI antagonism 9%, GPR35 antagonists 2%, Salmonella PhoP GFP -6%, Large T inhibition 12% and Dengue-2 NS5 capping 0%.
`CC[n+]1c(/C=C/Nc2ccccc2)oc2ccccc21` gave HIV fusion peptide -1.3%, RSV antiviral HEp-2 10%, K1F lysis inhibition 0.1%, MgcRacGAP inhibition 9%, GPR55 LPI antagonism 24%, GPR35 antagonists 7%, Salmonella PhoP GFP -11%, Large T inhibition 1% and Dengue-2 NS5 capping -8%.
`COc1ccc(O)c(/C=C(\C#N)C(=O)Nc2cccnc2)c1` gave HIV fusion peptide 2.6%, RSV antiviral HEp-2 1.4%, K1F lysis inhibition 4.8%, MgcRacGAP inhibition 10%, GPR55 LPI antagonism -4%, GPR35 antagonists -5%, Salmonella PhoP GFP -7%, Large T inhibition 17% and Dengue-2 NS5 capping -2%.
COc1ccc(NC(=O)CC2C(=O)N(c3ccc(F)cc3)C(=S)N2NC(=O)c2ccccc2)cc1 (configuration not stated) was read as HIV fusion peptide 4.4%, RSV antiviral HEp-2 16%, K1F lysis inhibition 0.1%, MgcRacGAP inhibition 6%, GPR55 LPI antagonism 12%, GPR35 antagonists 12%, Salmonella PhoP GFP -8%, Large T inhibition 6% and Dengue-2 NS5 capping -9%.
`CCC(=O)Nc1cccc(NC(=S)NC(=O)c2ccc(C)cc2)c1` gave HIV fusion peptide 0.9%, RSV antiviral HEp-2 4.0%, K1F lysis inhibition 0.3%, MgcRacGAP inhibition 4%, GPR55 LPI antagonism 8%, GPR35 antagonists -13%, Salmonella PhoP GFP 7%, Large T inhibition 11% and Dengue-2 NS5 capping -5%.
For Cc1ccc(NC(=O)CCC(=O)c2cccs2)c(O)c1 the results were HIV fusion peptide -0.1%, RSV antiviral HEp-2 1.8%, K1F lysis inhibition 1.5%[50 µM], MgcRacGAP inhibition 15%, GPR55 LPI antagonism 6%, GPR35 antagonists 4%, Salmonella PhoP GFP 8%, Large T inhibition 27% and Dengue-2 NS5 capping -10%.
CCOC(=O)N1CCN(C(=O)Cc2ccc(-n3c(=O)[nH]c4ccccc4c3=O)cc2)CC1 was read as HIV fusion peptide 22%, RSV antiviral HEp-2 1.6%, K1F lysis inhibition 0.5%, MgcRacGAP inhibition 5%, GPR55 LPI antagonism 23%, GPR35 antagonists 8%, Salmonella PhoP GFP -2%, Large T inhibition 23% and Dengue-2 NS5 capping -61%.
For O=C(CSc1nnc(-c2cccnc2)o1)Nc1ccccn1 the results were HIV fusion peptide 0.0%, K1F lysis inhibition 0.8%, MgcRacGAP inhibition 14%, GPR55 LPI antagonism 2%, GPR35 antagonists -12%, Salmonella PhoP GFP 2%, Large T inhibition 1% and Dengue-2 NS5 capping -5%.
For COc1cccc(NC(=O)CSc2nnc3c(n2)[nH]c2ccc(C)cc23)c1 the results were HIV fusion peptide 3.7%, RSV antiviral HEp-2 -0.8%, K1F lysis inhibition -0.1%, MgcRacGAP inhibition 3%, GPR55 LPI antagonism 8%, GPR35 antagonists -8%, Salmonella PhoP GFP -1%, Large T inhibition 4% and Dengue-2 NS5 capping -2%.
O=[N+]([O-])c1ccccc1/C=N/n1c(-c2ccccc2)n[nH]c1=S was read as HIV fusion peptide -1.3%, RSV antiviral HEp-2 -0.6%, K1F lysis inhibition -0.1%, MgcRacGAP inhibition 16%, GPR55 LPI antagonism -4%, GPR35 antagonists 4%, Salmonella PhoP GFP 8%, Large T inhibition 12% and Dengue-2 NS5 capping -3%.
For COc1cc(/C=N/NC(=O)C2c3ccccc3Oc3ccccc32)ccc1O the results were HIV fusion peptide -1.6%, RSV antiviral HEp-2 0.9%, K1F lysis inhibition -0.1%, MgcRacGAP inhibition 6%, GPR55 LPI antagonism -9%, GPR35 antagonists -7%, Salmonella PhoP GFP -2%, Large T inhibition 13% and Dengue-2 NS5 capping -2%.
Screening CCN1CCC(NC(=O)Nc2ccc(F)cc2F)CC1 returned HIV fusion peptide -0.7%, RSV antiviral HEp-2 0.9%, K1F lysis inhibition -0.2%, MgcRacGAP inhibition -10%, GPR55 LPI antagonism 0%, GPR35 antagonists 1%, Salmonella PhoP GFP 0%, Large T inhibition 22% and Dengue-2 NS5 capping 6%.
